# High-throughput results as filed in PubChem.
# TDP1 block: inhibitors of human tyrosyl-DNA phosphodiesterase TDP1; Q9NUW8; recombinant TDP1, AlphaScreen DNA substrate cleavage; Potency, µM (top dose mostly 130 µM), for inactives: at the highest dose activity change, negative = inhibition, most hits filed as inhibitors; 0.28% of 350,000 active; AID 485290; also: nearly all actives have a fitted effect of over 40% in size
# Target sequence (Q9NUW8 whole entry, looked up): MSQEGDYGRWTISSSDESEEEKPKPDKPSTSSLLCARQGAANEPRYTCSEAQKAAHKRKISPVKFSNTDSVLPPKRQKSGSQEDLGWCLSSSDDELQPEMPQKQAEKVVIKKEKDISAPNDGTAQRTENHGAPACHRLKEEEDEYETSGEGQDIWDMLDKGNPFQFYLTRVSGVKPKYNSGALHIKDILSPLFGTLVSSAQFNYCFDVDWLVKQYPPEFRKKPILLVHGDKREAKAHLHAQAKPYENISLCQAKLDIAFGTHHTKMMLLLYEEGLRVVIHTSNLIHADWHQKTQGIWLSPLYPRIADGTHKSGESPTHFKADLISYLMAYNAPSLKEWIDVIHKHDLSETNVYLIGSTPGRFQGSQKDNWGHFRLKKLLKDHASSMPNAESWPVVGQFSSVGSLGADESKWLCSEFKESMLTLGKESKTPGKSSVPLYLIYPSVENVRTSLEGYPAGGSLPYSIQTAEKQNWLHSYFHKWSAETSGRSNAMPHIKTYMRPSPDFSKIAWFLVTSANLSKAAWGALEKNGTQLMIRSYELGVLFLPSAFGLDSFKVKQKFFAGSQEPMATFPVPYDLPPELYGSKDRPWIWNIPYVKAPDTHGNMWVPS
#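 AlphaScreen read-out: signal falls as enzyme removes the 3' tyrosine-FITC from a 5'-biotinylated DNA oligo (15 nM, 5 min, RT). Enzyme was E. coli-made recombinant Tdp1 at 1 nM, exposed to compound for 15 min beforehand; beads 10 ug/ml, 10 min.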
# N370S GC: N370S glucocerebrosidase modulation, Gaucher chaperone candidate; P04062; N370S GC spleen homogenate, 4MU-glucoside fluorescence; Potency, µM (top dose mostly 59.4 µM), for the others: top-dose activity change, negative = inhibition, hits mostly inhibitors; 0.092% of 330,000 active;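 also: 0% = full enzyme activity and -100% = no enzyme basal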
# FEN1 inhibitor: inhibitors of human flap endonuclease 1; P39748; Recombinant FEN1 flap cleavage, fluorescence, 15 min; Potency, µM (titrated, usually from 114 µM), without a hit: at the top dose activity change, negative = inhibition, usual class: inhibitors; 0.35% of 390,000 active; AID 588795; also: nearly all actives have a fitted effect of over 65% in size
# Target sequence (P39748 whole entry, looked up): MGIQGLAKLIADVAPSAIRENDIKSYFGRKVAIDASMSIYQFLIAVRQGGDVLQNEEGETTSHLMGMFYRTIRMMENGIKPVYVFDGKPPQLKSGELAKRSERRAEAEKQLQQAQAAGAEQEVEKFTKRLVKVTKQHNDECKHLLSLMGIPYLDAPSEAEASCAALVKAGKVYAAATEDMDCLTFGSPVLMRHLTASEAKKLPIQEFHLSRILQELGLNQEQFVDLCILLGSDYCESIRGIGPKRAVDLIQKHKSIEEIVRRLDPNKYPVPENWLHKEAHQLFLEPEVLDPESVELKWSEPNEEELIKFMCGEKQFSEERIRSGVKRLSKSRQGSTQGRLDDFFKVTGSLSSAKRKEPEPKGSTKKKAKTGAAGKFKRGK
#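 Compounds are tested as a concentration series against 10 nM FEN1; after a 15 min room-temperature preincubation, 50 nM substrate starts cleavage, with plate reads at 0 and 15 min. Normalized responses are fitted by a Hill equation.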
# Numbers without * were called inactive; ? = inconclusive; · = no result given; & = joins results of further samples; [ ] = remark or other dose. Calls follow the shape of the dose curve; as a rule, active = well fitted curve in the direction sought with a large enough effect; inconclusive = small, poorly fitted or top-dose-only effect, or another doubt; inactive = no such curve, though single readings can be large; an effect the other way counts as inactive or inconclusive. Unless noted, % is scaled to controls: 0 for no effect and ±100 for the full control effect; potency is read from the fitted curve at half-maximal effect.
SMILES,TDP1 block,N370S GC,FEN1 inhibitor
Cc1ccccc1CSCc1nc2ccccc2[nH]1,1%,8%,-5%
CCOC(=O)C1CCCN(C2CC(=O)N(c3ccc(C)c(C)c3)C2=O)C1 (stereo unspecified),-2%,14%,-10%
Cc1c(O)nc(SCC(=O)Nc2cccc(C(F)(F)F)c2)n(-c2ccccc2)c1=O,6%,-5%,2%
CCOC(=O)C1(Cc2ccccc2)CCN(Cc2cc(=O)c3ccccc3[nH]2)CC1,6%,-5%,-12%
N#Cc1nc(COc2ccccc2F)oc1N1CCCCCC1,11%,?,-4%
COc1cc(/C=C2\SC(=Nc3ccccc3)N(CCc3c[nH]c4ccccc34)C2=O)ccc1OC(C)C(=O)O (stereo unspecified),0%,3%,?
Nc1c(C(=O)Nc2ccccc2)sc2nc3c(cc12)CN(Cc1ccccc1)CC3,9%,·,-20%
Cc1cc(NC(C)C)n2c(nc3ccccc32)c1C#N,5%,?,-11%
O=C1CCc2cc(S(=O)(=O)Nc3ccc(C(F)(F)F)cc3)cc3c2N1CC3,·,-17%,3%
COc1ccc(CNC(=O)Cc2csc3nc(-c4ccc(F)cc4)cn23)cc1,4%,·,0%
COc1ccccc1N1CCN(C(=O)C2CCCN(S(=O)(=O)c3ccc4c(c3)CCCN4C(C)=O)C2)CC1 (stereo unspecified),9%&-1%,0%,13%&16%
COc1ccc(S(=O)(=O)Cc2ccc(C(=O)NC3CCCCCC3)o2)cc1,2%,-2%,-13%
COc1ccc2nc(C)c(C(=O)NN)cc2c1,3%,12%,-1%
CCn1c(=O)c(C(=O)Nc2ncccc2C)c(O)c2ccccc21,4%,5%,-6%
C=C(C)CN(CC)Cc1c(C(=O)N(C)CCCC)nc2ccccn12,-1%,-15%,-4%
S=c1[nH]nc(Cc2cccs2)n1-c1ccccc1Cl,3%,-6%,6%
COCc1cc(C)nc2sc(C(=O)Nc3ccc(OC)cc3)c(N)c12,·,-6%,-14%
COc1ccccc1CCN=C(N)NS(=O)(=O)c1cccs1,0%,5%,-1%
Cc1cc(C)c(C(=O)C(C)OC(=O)Cn2cnc3c2c(=O)n(C)c(=O)n3C)cc1C (stereo unspecified),1%,1%,8%
CCCN1CCN(S(=O)(=O)c2ccc3c(c2)CCC(=O)N3)CC1,-1%,·,-5%
Cc1cnc(C(=O)OCC(=O)N(C(C)C)C(C)C)cn1,4%,-6%,-6%
COc1ccc(NC(=O)Nc2cccc(C)n2)cc1,2%,?,-16%
COc1ccc(NC(=S)NCCCc2ccccc2)cc1,3%,11%,-5%
FC(F)(F)c1cccc(NC(=S)NNC(=S)Nc2cccc(C(F)(F)F)c2)c1,5%,-14%,·
CCOc1ccccc1NC(=O)CCS(=O)(=O)c1cccc2nsnc12,7%&3%,-3%,-3%&-5%
CN(C(=O)c1ccc2c(c1)N(Cc1cccc(Cl)c1)C(=O)c1ccccc1S2=O)C1CCCCC1 (stereo unspecified),-2%,·,-4%
O=C(CNC(=O)c1cccc(Br)c1)N/N=C/c1ccc[nH]1,0%,-6%,0%
Cc1ccc(CNC(=O)Cn2c(=O)c3sccc3n(Cc3ccc([N+](=O)[O-])cc3)c2=O)cc1,-1%,4%,1%
O=C(NC(=S)Nc1ccccc1N1CCCC1)c1cccs1,10%,20%,-30%
COC(=O)c1ccccc1C[C@]1(C(=O)OC)C=C[C@H](C)[C@@H](c2ccccc2)N1C(=O)C(F)(F)F,4%,-1%,·
O=C(COC(=O)/C=C/C(=O)N1CCN(c2ccccc2)CC1)NCc1ccc(F)cc1,3%,0%,3%
COc1ccc(CNc2nc(NCc3ccc(OC)cc3)n(S(C)(=O)=O)n2)cc1,2%,-4%,-5%
COc1ccc2c(c1)O[C@@H](c1ccc3c(c1)OCO3)[C@H](OC(=O)NCCOc1ccccc1)C2=O,6%,7%,·
CC(NC(=O)C1CC1)c1ccc(-c2ccccc2)cc1 (stereo unspecified),4%,3%,8%
c1ccc(N=P(N2CCOCC2)(N2CCOCC2)N2CCOCC2)cc1,2%,3%,4%
Cc1ccc(S(=O)(=O)NC(C(=O)N2CCOCCOCCOCC2)c2ccccc2)cc1 (stereo unspecified),1%,2%,-8%
COc1cc2nc(N3CCN(C(=O)C4CCCO4)CC3)nc(N)c2cc1OC (stereo unspecified),-6%&-3%&6%&3%,?,-20%&3%
COc1cc(/C=C/C(=O)NNC(=O)c2cccc(S(=O)(=O)N(C)C)c2)cc(OC)c1OC,-8%,-22%,16%
CCc1nn(CC(=O)NCCN2CCN(C)CC2)c(=O)c2cc3occc3n12,-2%,9%,-9%
COc1ccc(Cl)cc1NC(=O)/C=C/C(=O)O,5%,3%,-5%
CC(=O)c1sc(NC(=O)CN2C(=O)NC3(CCCC3)C2=O)nc1-c1ccccc1,2%,-1%,2%
Cc1ccc(Cn2c(CN(C)Cc3ccccc3)nc3c2c(=O)n(C)c(=O)n3C)cc1,-1%,-11%,-23%
COc1ccc(C(c2c(O)nc(SC)n(C)c2=O)c2c(O)nc(SC)n(C)c2=O)cc1O,-2%,3%,-2%
CN(Cc1ccccc1F)c1ncnc2sccc12,1%,4%,9%
COC(=O)CS(=O)(=O)c1ccc(C)cc1,3%,-4%,2%
O=C(Cc1cccs1)NCc1cccnc1,8%,-3%,4%
Cc1ccc(CNS(=O)(=O)c2c(C)[nH]c(C)c2C(=O)N2CCCC2)cc1,4%,2%,1%
O=c1cc(O)c(-c2ccccc2)c(Cl)[nH]1,-4%,0%,-9%
O=C(NC1CCCC1)C(c1cccnc1)N(C(=O)c1csnn1)c1ccc(F)cc1 (stereo unspecified),3%[0.0935 µM],-1%,0%
COc1ccc(OC)c(NC(=O)COC(=O)CSc2ccc(Cl)cc2)c1,3%,0%,1%
CS(=O)(=O)c1ccc(NS(=O)(=O)c2ccc3ccccc3c2)cc1,·,0%,1%
COc1ccc(NC(=O)N2CCCC(C(=O)NCc3ccccc3F)C2)cc1 (stereo unspecified),9%,4%,1%
COc1ccc2cc(CCNC(=O)C(C)C)c(=O)[nH]c2c1,4%,0%,-2%
CCCCNc1nc2ccccc2[nH]1,5%,-7%,3%
Clc1cccc(-n2ncc3c(N4CCCCCC4)ncnc32)c1,-10%,·,1%
O=C(NCCC1=CCCCC1)C(=O)NCC1OCCCN1S(=O)(=O)c1ccccc1 (stereo unspecified),0%,15%,4%
CN(C)c1ccc(C(=O)OCC(=O)NC2CCCCCC2)cc1,0%,-2%,-1%
C[C@@H]1C[C@](C)(C(=O)c2ccc3c(c2)OCO3)C=C1c1ccc2c(c1)OCO2,-1%,4%,·
CCN1CCN(CC(O)COc2ccc(C(C)=O)cc2)CC1 (stereo unspecified),0%,1%,-3%
Cc1c(NC(=O)C(C)OC(=O)c2cc(Cl)nc(Cl)c2)c(=O)n(-c2ccccc2)n1C (stereo unspecified),3%,2%,-1%
# New compounds follow
SMILES,TDP1 block,N370S GC,FEN1 inhibitor
Cc1ccccc1Nc1c(-c2ccc(Cl)s2)nc2ccccn12,1%,·,-12%
CCCC[C@H]1COCCS(=O)(=O)N1Cc1ccccc1F,·,5%,-4%&-14%
COc1ccc(Oc2nc(SC)nc3ccccc23)cc1,3%,4%,-17%
O=C(O)c1ccc(N=Nc2c(O)[nH]c3ccc(Br)cc23)cc1,·,-4%,-12%
COCCN1C(=O)N(c2cccc(OC)c2)C(=O)C1CC(=O)Nc1cccc(F)c1 (stereo unspecified),·,-9%,6%
CSc1nc(Cc2ccc(Cl)cc2)nc2ccccc12,-6%,13%,0%
CCOC(=O)c1ccc(CSc2nnc(C)n2N)o1,2%,3%,9%
FC(F)Oc1ccccc1NC(=S)Nc1cccc(Cl)c1Cl,2%,-3%,1%
COC(=O)c1ccc(CNC(=O)COC(=O)C23CC4CC(CC(C4)C2)C3)cc1,-2%,11%,-5%
O=C(Nn1c(-c2ccc(Cl)cc2)nc2ccccc2c1=O)c1cccnc1Cl,2%,5%,6%
Cc1cccc(C)c1Nc1nnc(SC/C(O)=C(\C#N)c2nc3ccccc3[nH]2)s1,10%,8%,-10%
CC(=O)Nc1ccc(N(C(=O)Cn2nnc3ccccc32)C(C(=O)NC2CCCC2)c2ccc(O)c(O)c2)cc1 (stereo unspecified),-1%,3%,-9%
CCN(CC)Cc1c(NC(=O)c2ccccc2)sc(C)c1C,4%,14%,-17%
Cc1cccc(-c2nnc(SCC(=O)NC3CC3)n2C)c1,5%,26%,-17%
COc1ccc(CNc2ncnc3c2c(-c2ccccc2)cn3-c2ccc(C)c(Cl)c2)cc1,3%,·,-5%

# 7 entries already listed, ordered by length of the SMILES, ascending.
SMILES,TDP1 block,N370S GC,FEN1 inhibitor
CSc1nc(Cc2ccc(Cl)cc2)nc2ccccc12,-6%,13%,0%
FC(F)Oc1ccccc1NC(=S)Nc1cccc(Cl)c1Cl,2%,-3%,1%
Cc1ccccc1Nc1c(-c2ccc(Cl)s2)nc2ccccn12,1%,·,-12%
O=C(Nn1c(-c2ccc(Cl)cc2)nc2ccccc2c1=O)c1cccnc1Cl,2%,5%,6%
COCCN1C(=O)N(c2cccc(OC)c2)C(=O)C1CC(=O)Nc1cccc(F)c1 (stereo unspecified),·,-9%,6%
Cc1cccc(C)c1Nc1nnc(SC/C(O)=C(\C#N)c2nc3ccccc3[nH]2)s1,10%,8%,-10%
CC(=O)Nc1ccc(N(C(=O)Cn2nnc3ccccc32)C(C(=O)NC2CCCC2)c2ccc(O)c(O)c2)cc1 (stereo unspecified),-1%,3%,-9%

# (more compounds)
SMILES,TDP1 block,N370S GC,FEN1 inhibitor
CCOC(=O)N1CCN(S(=O)(=O)c2ccc3c(c2)oc(=O)n3C)CC1,0%,0%,5%
O=C(Cc1ccc(F)cc1)Nc1ccc(Cl)cn1,·,-3%,7%
CCOc1ccc2nc(NC(=O)NC3CCCCC3)sc2c1,6%,0%,0%
COc1cccc(-c2cc(C(=O)Nc3c(C)nn(Cc4ccccc4C)c3C)no2)c1,3%,-24%,6%
CCOc1ccccc1NC(=O)C(C)N1C(=O)c2ccccc2S1(=O)=O (stereo unspecified),·,-4%,-8%
COc1ccc(-c2nc(CSCC(=O)NCc3ccc4c(c3)OCO4)c(C)o2)cc1OC,3%,24%,-6%
Cc1ccccc1-c1nsc(SCC(=O)Nc2ccc3c(c2)OCO3)n1,1%,4%,5%
CC(Oc1ccc2ccccc2c1)C(=O)N/N=C/c1cccnc1 (stereo unspecified),·,6%,4%
CS(=O)(=O)N1CCN(Cc2ccc(C(F)(F)F)cc2)CC1,-4%,-2%,-10%
CN(C)C(=O)N1CCC(C(=O)NC2CCCCCCC2)CC1,-1%,5%,11%
Cc1ccc2c(c1)N(CCC(=O)NCc1cccs1)C(=O)C(C)O2 (stereo unspecified),0%,9%,-2%
COc1ccc(CNC(=O)C2=C(C)C(=O)OC23CCCCC3)cc1OC,-2%,·,7%
COc1cc(C(=O)OCc2cccc(OC)c2OC)ccc1OCC(=O)N1CCOCC1,0%,·,-21%
COc1ccc(C2NC(c3ccc(OC)c(OC)c3OC)C(C)C(=O)C2C)c(OC)c1OC (stereo unspecified),2%[56.1 µM],3%,-9%
O=C(O)CCCC(=O)Nc1ccc(Br)cc1,0%,0%,-4%

# Look-ups from the entries so far:
# For FEN1 inhibitor, COc1cccc(-c2cc(C(=O)Nc3c(C)nn(Cc4ccccc4C)c3C)no2)c1 has the entry 6%
# For N370S GC, CCOC(=O)N1CCN(S(=O)(=O)c2ccc3c(c2)oc(=O)n3C)CC1 has the entry 0%

# Additional compounds
SMILES,TDP1 block,N370S GC,FEN1 inhibitor
COc1cc(C(=O)NC(=S)Nc2ccc3[nH]c(=O)[nH]c3c2)cc(OC)c1OC,·,-15%,8%
COC(=O)c1cn(NC(=O)c2ccc(F)cc2)c(=O)c2ccccc12,0%,4%[12.8 µM],0%
CCOc1ccccc1NC(=O)c1cc(=O)[nH]c2ccc(S(=O)(=O)N3CCOCC3)cc12,-3%,·,-5%
N#Cc1ccccc1NC(=O)CSc1ccc([N+](=O)[O-])cn1,8%,9%,-3%
O=C(c1ccccn1)N1N=C2/C(=C/c3ccc(F)cc3)CCCC2C1c1ccc(F)cc1 (stereo unspecified),3%,-6%,-14%
COc1cc(/C=N/NC(=O)C(N)=O)ccc1OCC(=O)N1C(C)CCCC1C (stereo unspecified),5%,0%,1%
Cc1cc2nnc(SC(C)C#N)n2c2ccccc12 (stereo unspecified),2%,0%,-13%
CC(C)C(c1nnnn1C(C)(C)C)N1CCC(Cc2ccccc2)CC1 (stereo unspecified),8%,18%,-4%
CCc1ccc(NC(=O)C2C3CCC(O3)C2C(=O)O)cc1 (stereo unspecified),·,-19%,1%
COC(=O)[C@@H]1C[C@@H]2CC[C@@H](O)C[C@@H]2N1Cc1ccc(-c2ccccc2)cc1,5%,0%,·
CCCCC(=O)N(Cc1ccc(-c2ccccc2-c2nn[nH]n2)cc1)C(C(=O)O)C(C)C (stereo unspecified),6%,1%,·
